# NPYLR7 agonist – mosquito NPYLR7 agonism | HEK293T NPYLR7/Galpha15, GCaMP6s calcium fluorescence | activation, % at 10 µM | 270,000 compounds, 0.15% hits | AID 1259423; in the data active = activation above about 40%;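 also: 0% = vehicle and 100% = reference agonist at the receptor; some compounds past the cut are filed as inactive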
# mcGAS inh – inhibitors of mouse cGAS; inhibition, % at 12.5 µM; recombinant cGAS, Kinase-Glo ATP depletion luminescence; AID 1259399; 160,000 compounds, 0.15% hits;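 also: 0% = negative control wells and 100% = reference inhibitor with no enzyme activity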
# hcGAS lum – blocks human cGAS activity; 290,000 compounds, 0.081% hits; inhibition, % at 12.5 µM; Q8N884; recombinant h-cGAS, ATP depletion, Kinase-Glo luminescence;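 also: 0% = vehicle reaction and 100% = reaction without DNA for no activity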
# Target sequence (Q8N884 whole entry, looked up): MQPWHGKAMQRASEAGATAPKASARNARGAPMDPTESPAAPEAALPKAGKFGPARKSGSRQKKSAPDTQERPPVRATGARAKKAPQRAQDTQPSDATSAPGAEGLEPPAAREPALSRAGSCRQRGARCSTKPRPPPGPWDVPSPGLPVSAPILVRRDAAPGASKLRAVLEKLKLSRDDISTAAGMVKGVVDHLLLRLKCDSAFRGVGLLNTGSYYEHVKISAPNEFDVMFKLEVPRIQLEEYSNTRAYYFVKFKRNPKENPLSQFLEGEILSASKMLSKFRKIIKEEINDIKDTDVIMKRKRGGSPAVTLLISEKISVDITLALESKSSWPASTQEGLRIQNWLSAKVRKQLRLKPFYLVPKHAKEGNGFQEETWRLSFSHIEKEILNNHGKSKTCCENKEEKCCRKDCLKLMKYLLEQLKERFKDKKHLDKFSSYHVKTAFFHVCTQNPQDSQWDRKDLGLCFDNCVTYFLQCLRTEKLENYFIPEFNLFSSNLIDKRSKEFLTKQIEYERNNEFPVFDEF
# Numbers without * were called inactive; . = not tested or not shown; & = joins results of further samples. Rule as the data show it, unless noted: active = inhibition above about 40%; inactive = the rest.
mol | NPYLR7 agonist | mcGAS inh | hcGAS lum
N#CC1(C#N)OC(C#N)(C#N)C2SC(I)=CC21 (stereo unspecified) | 7 | . | -3
Cc1ccc(N2CCCC2)c(C(=O)OCc2noc(C)n2)c1 | 5 | . | -14
CCOc1ccccc1CC(=O)N1C[C@@H]2[C@@H]3CC[C@@H](C3)[C@@H]2C1 | 6 | . | -11
CC(C)c1cc(C2CCN(C(=O)Cn3cnnn3)CC2)[nH]n1 | -3 | . | -2
O=C(CCn1cnnc1)NC1CC(=O)N(Cc2ccccc2C(F)(F)F)C1 (stereo unspecified) | 5 | . | -9
COCCCN(CC(=O)N1CC(=O)N(c2cccc(Cl)c2C)C1)C(=O)c1ccccc1Cl | 20 | -5 | -4
CC(C)Oc1cccc(CCNC(=O)C2CCC(O)CC2)c1 (stereo unspecified) | 1 | -17 | -5
CCS(=O)(=O)c1cccc(C(=O)N(Cc2ccccn2)c2nc3c(OC)cccc3s2)c1 | -2 | -8 | -1
O=C(O)C1(Cc2ccccc2C(F)(F)F)CCN(c2ncccn2)CC1 | 8 | . | -4
Cc1noc(C)c1S(=O)(=O)N1CCCC(C(=O)Nc2cccnc2)C1 (stereo unspecified) | 8 | . | -6
COCCn1c(C)cc(O)c(C(c2ccc(Cl)cc2)N2CCN(C)CC2)c1=O (stereo unspecified) | 9 | . | -11
O=C(Cc1c(Cl)cccc1Cl)NC1CCC(O)CC1 (stereo unspecified) | 8 | -8 | -7
CN1C(=O)C2(CCN(c3nc(C(N)=O)cs3)CC2)c2ccccc21 | 2 | . | -7
COc1ccc(Cl)cc1-n1nc(C(C)C)nc1CSc1nnc(C)o1 | . | -7 | -2
CCn1c(SCc2ccc(C(=O)NCc3ccc4c(c3)OCO4)cc2)nnc1-c1ccc([N+](=O)[O-])cc1 | 0 | -4 | -3
COc1ccc(CCNC(=O)C(C2CCCC2)N2CCN(C(=O)c3ccc(Cl)c(Cl)c3)CC2)cc1 (stereo unspecified) | -10 | -5 | -6
CCC1SC(c2cc(OC)ccc2OC)N(CCN2CCNCC2)C1=O (stereo unspecified) | -4 | 1 | 2
C=CCCC(O)(CCC=C)c1ccc(CN(Cc2cccc(OC)c2)CC2CCCO2)o1 (stereo unspecified) | 1 | -4 | 2
Fc1cccc(-c2cnnc(NCC3(c4ccccc4)CCOCC3)n2)c1 | 4 | . | -11
CC1CC(C)CN(c2nc3c(c(=O)[nH]c(=O)n3C)n2CCCSc2nc3ccccc3s2)C1 (stereo unspecified) | 12 | . | -1
COc1ccc(-c2nnc(NC(=O)C(NS(=O)(=O)c3ccc(OC)cc3)C(C)C)s2)cc1 (stereo unspecified) | 15 | -7 | -6
CC(=O)N1CCN(C(=O)c2csc(COc3ccc(Cl)cc3)n2)CC1 | 11 | -7 | -4
COC(=O)COc1ccccc1[C@@H]1C[C@H](NC(C)=O)C[C@H](C(C)(C)C)O1 | 1 | -10 | -5
C=C(C)C(=O)OC[C@@H]1CCC[N@+]2(C)CCCCC12 (stereo partly specified) | 7 | -5 | -4
O=C(NCCC1=CCCCC1)c1cncn1-c1cccc(-c2cccc(OC(F)(F)F)c2)c1 | 24 | -4 | -5

# Limited to NPYLR7 agonist (four entries from above):
SMILES | NPYLR7 agonist
C=CCCC(O)(CCC=C)c1ccc(CN(Cc2cccc(OC)c2)CC2CCCO2)o1 (stereo unspecified) | 1
Fc1cccc(-c2cnnc(NCC3(c4ccccc4)CCOCC3)n2)c1 | 4
CC1CC(C)CN(c2nc3c(c(=O)[nH]c(=O)n3C)n2CCCSc2nc3ccccc3s2)C1 (stereo unspecified) | 12
COc1ccc(-c2nnc(NC(=O)C(NS(=O)(=O)c3ccc(OC)cc3)C(C)C)s2)cc1 (stereo unspecified) | 15

# New compounds follow.
mol | NPYLR7 agonist | mcGAS inh | hcGAS lum
O=C(c1ccoc1)N(Cc1ccccc1)CC1(O)CCCC1 | 1&5 | . | -4&-7
Cc1c(C)c2c(c(C)c1O)CCC(C)(C(=O)N(C)C1CCC3(CC1)OCC(C)(C)CO3)O2 (stereo unspecified) | -7 | 1 | 0
Cc1nc(C)c(-c2ccc(SCc3ccc(F)cc3)nn2)s1 | -22 | 0 | 0
CCCCCc1ccc(C(=O)N2CCCN(c3nc(Cc4cccc(OC)c4)ns3)CC2)cc1 | 19 | -6 | -13
CN(C)c1ccc(CNC(=O)C2=COC3=NC(=O)NCCN23)cc1 | 4 | . | 1
Cc1ccccc1Cn1c(=O)c2c(nc3n(CC(C)C)c(C)c(C)n23)n(C)c1=O | 8 | -9 | -7
C=C(C)Cn1c(=O)c2c(nc3n(-c4ccccc4Cl)c(C)cn23)n(C)c1=O | -2 | . | -9
CCOc1ccc(C(C)(C)C)cc1S(=O)(=O)NCc1ccc2c(c1)OCO2 | 1 | . | -7
Cn1c(=O)n(C)c2cc(S(=O)(=O)N3CCOCC3)ccc21 | 5 | . | -11
Cc1nccn1CC1(CNC(=O)c2ccc3cccc(F)c3n2)CC1 | 2 | . | -6
CCOC(=O)C(=NNc1cc(Cl)ccc1Cl)N(CC)CC | -5 | -9 | -4
O=C(CSc1nc(=O)n(CC2CCCO2)c2c1CCCC2)Nc1ccc(F)c([N+](=O)[O-])c1 (stereo unspecified) | -6 | -10 | -3
CN1CCN(C(=O)CCC2CCCN(Cc3sc4ccccc4c3Cl)C2)CC1 (stereo unspecified) | 2 | . | -3
Brc1ccc(OCc2ccccn2)c(C2NCCc3c2[nH]c2ccccc32)c1 (stereo unspecified) | 3 | -7 | -7
COc1ccc(-c2nc3cc(C)ccn3c2Nc2c(C)cccc2C)cc1 | 3 | -9 | -7
Cc1cccc(Cn2c(C)c(C)c(C)c2C(=O)Nc2ccc(F)cc2)c1 | 13 | -2 | 3
C=CCn1c(SCC(=O)C(C#N)=C(C)N)nnc1C1CCCCC1 | 10 | . | -4
CSc1nc(N2CCOCC2)c2cnn(CCNC(=O)C3CCCC3)c2n1 | . | 0 | -2
N#Cc1ccccc1-c1ccc(COc2coc(CN3CCN(C(=O)c4cccnc4Cl)CC3)cc2=O)cc1 | 2 | -5 | -2
O=C(CSc1nnc(-c2ccco2)o1)N(C1CCCCC1)C1CCS(=O)(=O)C1 (stereo unspecified) | -2 | . | -4
O=C(NC1CCCCC1)C1CCC(=O)N(C2CC2)C1 (stereo unspecified) | 4 | . | -6
COC(=O)CCCC(=O)N1CCCC(C(=O)c2ccc(-c3ccccc3)c(F)c2)C1 (stereo unspecified) | 17 | . | -6
CC1(Cc2ccccc2Cl)C(=O)Nc2cccc(Cl)c21 (stereo unspecified) | 2 | -2 | 3
Cc1ccc(C)c(-c2csc(NC(=O)Cc3c(C)nn(C)c3C)n2)c1 | 2 | -6 | -6
Cc1nc2sc(C)c(C)n2c(=O)c1NC(=O)COc1ccc(Cl)cc1Cl | 8 | . | -6

# Later entries.
mol | NPYLR7 agonist | mcGAS inh | hcGAS lum
Cc1ccccc1Oc1cc(N2CCN(C(=O)c3ccc(Cl)c(Cl)c3)C(C)C2)ncn1 (stereo unspecified) | 8 | -6 | -8
Cc1ccccc1NC(=O)Cn1c(=O)n(Cc2ccccc2)c(=O)c2oc3ccccc3c21 | 11 | -7 | -11
O=S(=O)(c1ccc(Cl)cc1)N1CCC(N2CCCCC2)CC1 | 6 | -4 | -9
Cc1ccccc1C(=O)NC1CCN(c2ccccc2C(=O)NCc2ccncc2)CC1 | 0 | -5 | -3
COc1ccc(CCN(Cc2ccc(C)o2)C(=O)CN(CCN2CCCCC2)C(=O)C2CC2)cc1OC | -5 | -6 | -8
Fc1ccc(-c2cnc(NCCc3ccccn3)cn2)cc1Cl | -3 | -2 | -4
CC(C)NC(=O)NC(=O)CN1CCN(Cc2cccs2)CC1 | 6 | -8 | -11
COc1ccc(OC)c(C(=O)c2cc3ccccc3o2)c1 | -4 | -9 | -1
NCc1ccc(Cn2cccn2)cc1 | -2 | . | -1
CCCCCOc1ccc(C(=O)NC23CC4CC(CC(C4)C2)C3)cc1OCCCCC | 5 | -5 | -10
COc1cccc(-c2cc(CC3(O)CCN(CC4CC=CCC4)CC3)on2)c1 (stereo unspecified) | -1 | . | -7
CCS(=O)(=O)Oc1cccc(CN(C(=O)c2ccccc2C)C(C)C)c1 | 4 | -4 | 0
COCCOC(=O)C1=C(C)NC2=C(C(=O)CC(c3ccc(OC)cc3)C2)C1c1ccc(OCc2ccccc2)cc1 (stereo unspecified) | 13 | -6 | -4
Cc1nonc1OCCNC(=O)c1c(C)nc2sccn12 | 4 | . | -4
Cn1cnc2c1c(=O)n(CCCSc1nnc(N)s1)c(=O)n2C | -1 | . | -2
CC(C)(C)c1ccccc1OCC(=O)N1CCCNCC1 | 0 | . | 2
CS(=O)(=O)N1CCN(c2nc(C(F)(F)F)nc3ccsc23)CC1 | 4 | . | -7
CCOc1ncc(C(=O)Nc2c(C)n[nH]c2C)cc1Cl | -1 | . | -5
CC(C)C1CC(C)(C)c2ccc(O)cc21 (stereo unspecified) | 13 | . | -11
Cc1cnn(Cc2cccc(Cl)c2)c1NC(=O)CN1CCOC1=O | 14 | -17 | -4
CN1CCCC2(CCN(C(=O)C(=O)c3cccnc3)C2)C1=O (stereo unspecified) | -1 | -12 | -7
O=C(NCc1ccco1)C1CC=CCC1C(=O)N1CCN(c2ccccn2)CC1 (stereo unspecified) | -8 | -3 | -12
CC(C)(C)NC(=O)N1CCC2(CC1)NC(=O)c1c(Cl)cccc1N2 | 2 | -4 | -8
CCn1cc(NC(=O)NCCn2ccc3ccccc32)c2ccccc21 | 17 | . | 1
CN(Cc1ccccc1)C(=O)c1nn2c(C(F)(F)F)cc(-c3ccccc3)nc2c1Cl | -13 | -4 | 5

# Complete entries as entered above. Order of screens: NPYLR7 agonist | mcGAS inh | hcGAS lum
# Listed for CC(C)(C)c1ccccc1OCC(=O)N1CCCNCC1 : 0 | . | 2
# Listed for Cc1nonc1OCCNC(=O)c1c(C)nc2sccn12 : 4 | . | -4
# Listed for CCS(=O)(=O)Oc1cccc(CN(C(=O)c2ccccc2C)C(C)C)c1 : 4 | -4 | 0
# Listed for O=S(=O)(c1ccc(Cl)cc1)N1CCC(N2CCCCC2)CC1 : 6 | -4 | -9
# Listed for CC(C)NC(=O)NC(=O)CN1CCN(Cc2cccs2)CC1 : 6 | -8 | -11

# Following part
mol | NPYLR7 agonist | mcGAS inh | hcGAS lum
Cc1cccc(C)c1N1C[C@@H](CN2CCN(c3ccc(C(=O)O)cc3)CC2)[C@H](C(C)C)S1(=O)=O | 7 | -1 | -11
C=CCN(Cc1ccccc1OC)C(=O)C(C)c1ccccc1 (stereo unspecified) | -4 | . | -1
CC(C)CCn1c2ccccc2c2nc3ccccc3nc21 | -2 | . | -5
C(#Cc1ccccc1)CN1CCN(C/C=C/c2ccccc2)CC1 | 7 | . | -1
CCOc1ccc2nc(SCC(=O)Nc3ccc(C)cc3)sc2c1 | -6 | -6 | -9
O=C(O)C=CC1=Cc2ccccc2OC1 | 1 | . | 2
Fc1ccc2nc(NCCCn3ccnc3)sc2c1 | -1 | . | -11
Cc1ccc(C(=O)N=c2sccn2C)o1 | 0 | -10 | -7
NC(=O)CCn1cc(-c2c(-c3ccccc3)ncn2CCO)c2ccccc21 | -1 | -15 | -2
Cc1nc2c(OCC(=O)c3ccc(Cl)cc3Cl)cccn2c1N(C)CC1CC1 | 8 | -2 | -4
Cc1ccc(Cl)c2sc(N(CCN(C)C)C(=O)c3ccc(S(C)(=O)=O)cc3)nc12 | 2 | -7 | -2
Cc1cc(N2CCC(C(N)=O)CC2)c2nncn2n1 | 1 | -6 | -5
CC(C)(C)CNC(=O)c1[nH]cnc1C(=O)NCC1CCCCC1 | . | -6 | -8
CC(C)N1CCCN(C(=O)C(=O)Nc2ccc(Cl)cc2F)CC1 | 1 | . | -12
COc1ccc([N+](=O)[O-])cc1NC(=O)COC(=O)c1cc(-c2ccc(C)o2)nc2ccccc12 | 1 | -7 | -9
CCc1ccc(CN(C)C(=O)c2cc(COc3ccc4ncccc4c3)on2)nc1 | -1 | . | -4
CNc1ccc(C(=O)N2CCOC(COCc3cccc(C)c3)C2)cc1 (stereo unspecified) | 15 | -3 | -4
COc1ccc2cc(C(C)NC3CCN(c4ccc(C(=O)NCc5cccnc5)cc4)CC3)ccc2c1 (stereo unspecified) | 16 | -12 | -7
Cc1ccc(CN(C)CC(=O)NC(=O)Nc2ccccc2F)o1 | 8 | . | -5
CCc1nnc(-c2cc3ccccc3[nH]2)o1 | -9 | . | -13
CC(C)NC(=S)NN=C1CC2CC=CC12 (stereo unspecified) | 1 | -6 | -4
O=C(NC1=NCCS1)c1cn(Cc2ccc(F)cc2)nc1OCc1ccc(F)cc1 | 14 | -7 | -10
CC(C)(C)NC(=O)C(=Cc1ccc(Br)cc1)NC(=O)c1ccccc1 | -3 | -8 | -7
CCC(Sc1ncc(S(=O)(=O)c2ccccc2)c(=O)[nH]1)C(=O)Nc1ccc(C(C)C)cc1 (stereo unspecified) | 11 | 0 | 0
CCc1cccc(CC)c1-n1c(CNC(=O)c2ccccc2C(F)(F)F)nnc1SCC(=O)N1CCc2ccccc21 | -5 | . | -3
CC(=O)c1c(C)[nH]c(C(=O)N(CCC#N)CC2CC2)c1C | -2 | 2 | 3
COc1ccc(C2=NN(c3nc(-c4ccccc4)c4cc(Cl)ccc4n3)C(c3ccccc3)C2)cc1 (stereo unspecified) | 6 | -7 | -6

# Screening results: PubChem BioAssay, Fisher Drug Discovery Resource Center

# Outcome played no part in choosing rows; 0.29% or so of the library scored in one or more.
